MBD2 DNA inh – inhibitors of human MBD2 binding to methylated oligonucleotide; Q9UBB5; inhibition, % at 4.4 µM; TR-FRET; hit rate 0.31% among 370,000; AID 686964; in the data active = inhibition above about 13%
Target sequence (Q9UBB5 whole entry, looked up): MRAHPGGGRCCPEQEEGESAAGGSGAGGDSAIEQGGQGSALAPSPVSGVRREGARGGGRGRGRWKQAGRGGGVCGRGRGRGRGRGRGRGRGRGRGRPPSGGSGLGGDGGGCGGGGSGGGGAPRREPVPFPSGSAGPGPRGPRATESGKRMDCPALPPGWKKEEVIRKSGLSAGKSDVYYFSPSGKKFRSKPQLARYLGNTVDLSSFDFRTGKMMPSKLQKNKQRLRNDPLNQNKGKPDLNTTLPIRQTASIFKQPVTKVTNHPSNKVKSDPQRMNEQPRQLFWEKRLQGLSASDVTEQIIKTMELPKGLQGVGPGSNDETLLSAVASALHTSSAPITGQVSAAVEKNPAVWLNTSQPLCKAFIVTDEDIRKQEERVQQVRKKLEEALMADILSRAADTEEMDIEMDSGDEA
PRMT1 inh – inhibitors of human PRMT1 | Q99873 | recombinant PRMT1, activity-based probe fluorescence polarization | inhibition, % at 2.79 µM | hit rate 1.3% among 370,000 | AID 652257;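 active = inhibition above about 21% made by adding two undisclosed values, limit read from the data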
Target sequence (Q99873 whole entry, looked up): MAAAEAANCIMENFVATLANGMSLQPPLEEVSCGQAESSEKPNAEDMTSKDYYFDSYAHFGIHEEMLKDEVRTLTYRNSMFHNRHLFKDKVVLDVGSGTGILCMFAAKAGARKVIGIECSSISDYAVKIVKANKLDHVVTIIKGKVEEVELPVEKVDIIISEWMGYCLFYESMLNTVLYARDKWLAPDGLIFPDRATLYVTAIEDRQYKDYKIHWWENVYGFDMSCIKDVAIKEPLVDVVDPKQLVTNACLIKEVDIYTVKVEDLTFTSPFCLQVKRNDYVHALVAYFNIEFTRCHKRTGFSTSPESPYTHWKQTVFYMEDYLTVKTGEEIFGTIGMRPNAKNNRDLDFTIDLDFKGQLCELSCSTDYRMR
rCAG binder – binds r(CAG) RNA repeats | r(CAG) RNA repeat, TO-PRO-1 dye displacement fluorescence | inhibition, % at 3 µM | hit rate 1.3% among 370,000 | AID 651821;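 active = inhibition above the plate cutoff, the mean of all test compounds on that plate plus 3 SD, cut at about 35% in these data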;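 note: 0% = DMSO alone and 100% = 100 µM mitoxantrone as full dye displacement; higher means more dye released from RNA so lower well fluorescence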
HTRA1 inhibitor – HTRA1 (human) protease inhibition; recombinant HTRA1, FP-rhodamine activity-based probe, fluorescence polarization; inhibition, % at 5.96 µM; hit rate 0.5% among 340,000; AID 504803; in the data active = inhibition above about 36%;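 note: 0% = enzyme with DMSO and 100% = wells lacking enzyme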
NR1D1 modulator – modulators of human Rev-erb alpha DNA binding | hit rate 0.79% among 370,000 | P20393 | Rev-erbα–FITC-DNA binding, fluorescence polarization, 90 min | activity, % at 10 µM;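 active = activity above about 14%, limit read from the data; passing the limit was not always enough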;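 note: 0% = DMSO wells with 35 nM protein and 100% = DMSO wells with 750 nM protein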
TCR CD3 inh – inhibitors of human TCR-CD3 interaction. TAMRA-labeled TCR probe fluorescence, biochemical. inhibition, % at 9.4 µM. hit rate 0.37% among 360,000. AID 651800; in the data active = inhibition above about 19%;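 note: recombinant mutant TCR 2C K166C tagged with TAMRA read by polarization; 0% = receptor in buffer alone and 100% = receptor with positive control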
LEDGF integ inh – blocks HIV-1 LEDGF/p75-dependent DNA integration; AID 743269; TR-FRET IN-LEDGF/p75 DNA integration, Eu/Cy5; inhibition, % at 3.7 µM; hit rate 0.64% among 370,000;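 active = inhibition above the screen-wide mean plus 3 SD, cut at about 13% in these data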;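 note: signal is the Cy5 over europium emission ratio at 671 and 618 nm; 0% = plate median of compound wells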
mABHD4 FP – inhibitors of mouse ABHD4; Q8VD66; inhibition, % at 8.92 µM; hit rate 0.54% among 370,000; purified mABHD4, FP-Rh probe fluorescence polarization; AID 720543;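 active = inhibition exceeding the mean over every tested compound plus 3 SD, cut at about 30% in these data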;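 note: 0% = plate median of compound wells and 100% = S159A mutant with DMSO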
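Material: mouse ABHD4 enzyme, wild type; Benchmarks: S159A mutant high control, sample median low control; Buffer or medium: HEPES pH 7.0, NaCl, Pluronic buffer; Signal: fluorescence polarization; Read-out: percent inhibition of probe binding, normalized to plate controls; Timing: pre-incubation 45 min, probe exposure 60 min, at 25 °C; Dosing: 8.92 µM, single dose.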
UHRF1 MBD2 ctr – UHRF1 methyl-DNA binding inhibition; Q96T88; UHRF1 binding to methylated oligo, TR-FRET; inhibition, % at 4.4 µM; hit rate 0.75% among 370,000; in the data active = inhibition above about 21%;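 note: UHRF1 SRA domain binding a hemimethylated CpG hairpin DNA probe; 0% = median of test compound wells and 100% = reference inhibitor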
PG9 Ab binder – small molecules binding HIV-1 gp120 antibody PG9. inhibition, % at 6.7 µM. TR-FRET gp120-PG9 antibody binding. hit rate 0.43% among 360,000; in the data active = inhibition above about 8.5%
Active calls of the source: *; · = no result given.

SMILES	MBD2 DNA inh	PRMT1 inh	rCAG binder	HTRA1 inhibitor	NR1D1 modulator	TCR CD3 inh	LEDGF integ inh	mABHD4 FP	UHRF1 MBD2 ctr	PG9 Ab binder
CC(C)(C)NC(=O)CCN1CCOCC1	0	1	-1	3	-2	-1	-3	-5	-3	-0.9
O=C(NCC(c1cccs1)N1CCOCC1)c1ccc(OCc2ccccc2)cc1 (stereo unspecified)	1	4	0	-1	3	2	-5	2	-1	-0.1
COc1ccccc1C(=O)NNC(=O)c1ccc(F)cc1	2	-2	-3	-1	5	-5	-1	4	1	-2.6
C=CCn1c(SCC(=O)Nc2sc3c(c2C#N)CCC3)nnc1C1COc2ccccc2O1 (stereo unspecified)	5	-1	11	-38	-4	-1	1	-1	-1	-3.2
Cc1ccccc1C(=O)OC(C)CN1CCN(C)CC1 (stereo unspecified)	1	-1	-4	6	-5	5	-1	5	-1	-0.1
COc1ccc(/C=C/C(=O)N(C)c2ccccc2C(=O)O)cc1	-1	0	1	6	-5	-3	2	6	-1	-0.3
COc1ccc(S(=O)(=O)N2CCOC2CNC(=O)C(=O)NCc2ccc(F)cc2)cc1OC (stereo unspecified)	2	-4	0	1	-1	-5	2	-1	0	-0.9
CC(=C\c1ccccc1)/C=C1/SC(=S)N(C(C(=O)O)C(C)C)C1=O (stereo unspecified)	4	11	69*	-29	-1	2	4	-11	3	-1.9
COC(=O)CSc1nc2ccccc2c(=O)n1C	-1	-2	-2	-10	-6	2	4	2	4	-1.8
COc1ccc(N2CCN(c3ncnc4scc(-c5ccccc5)c34)CC2)cc1	4	5	1	-6	-3	2	1	-1	4	-2.2
O=C(CN1CCOCC1)Nc1ccccc1Sc1ccc(Cl)cc1	-3	3	-8	-11	13	-3	-2	9	1	-0.8
COc1ccc(C(=O)NCC2CCN(C(=O)C(=O)c3cccs3)CC2)c(OC)c1	1	3	0	·	5	-8	2	9	-2	-0.7
O=C(c1ccccc1)N1CCCCC(Sc2nnc3ccccn23)C1=O (stereo unspecified)	0	2	-6	2	-4	6	2	-1	1	-1.6
O=C(Nc1cc(C(F)(F)F)ccc1N1CCOCC1)c1cn2ccccc2n1	-5	-2	0	-6	10	9	6	4	0	0.4
OC[C@@H]1CN(Cc2ccccc2)C[C@H](n2cnc3c(N4CCOCC4)ncnc32)O1	0	3	0	·	4	7	2	1	1	-0.5
COc1ccc(C(=O)NCc2nnc(SCC(=O)N3CCCCC3)o2)cc1OC	-5	-2	-6	3	6	3	-5	5	-4	-1.6
O=C(CCNC(=O)c1ccccc1)NCCCc1ccccc1	4	2	1	0	2	-6	-6	1	2	0.0
CC12CCC(=O)N1C(C(=O)N1CCN(c3ccc([N+](=O)[O-])cc3)CC1)CS2 (stereo unspecified)	1	11	2	4	-4	11	-6	6	-2	1.8
Cc1cccc(C(=O)OCC(=O)Nc2ccc3c(c2)OCCO3)c1	7	2	1	1	4	5	2	1	15	-0.1
O=[n+]1c2c(n([O-])c3cc(Br)ccc31)CCCC2	1	1	1	-1	6	-1	-3	7	-1	-0.5

As entered above.
NR1D1 modulator, `CC12CCC(=O)N1C(C(=O)N1CCN(c3ccc([N+](=O)[O-])cc3)CC1)CS2` (stereo unspecified) reads -4
HTRA1 inhibitor, `O=[n+]1c2c(n([O-])c3cc(Br)ccc31)CCCC2` reads -1

(cont.)
SMILES	MBD2 DNA inh	PRMT1 inh	rCAG binder	HTRA1 inhibitor	NR1D1 modulator	TCR CD3 inh	LEDGF integ inh	mABHD4 FP	UHRF1 MBD2 ctr	PG9 Ab binder
O=C1NCCCN1Cc1ccc(F)cc1Cl	-3	-1	4	3	-5	5	1	5	1	2.5
Cc1nn(-c2cc(N3CCCC3)ccc2[N+](=O)[O-])c(=O)c2ccccc12	-6	-2	3	-1	6	0	-1	7	0	-0.9
CC(C)(C)NC(=O)C1Cc2ccccc2CN1S(=O)(=O)c1ccc(F)cc1 (stereo unspecified)	2	-2	-4	·	0	4	2	5	1	-1.8
COc1cccc(NC(=O)COC(=O)C2CC2)c1	-1	1	2	10	-4	-2	2	7	-1	-2.8
CCN(CC(=O)Nc1cc(S(=O)(=O)N2CCOCC2)ccc1C)Cc1ccccc1	-3	-1	-4	-8	3	0	2	-7	1	0.1
CCN1CCN(S(=O)(=O)c2c[nH]c(C(=O)OC)c2)CC1	0	1	2	-1	5	-5	-2	2	2	1.2
CCCN(CC(=O)Nc1cc(Cl)ccc1Cl)C(=O)/C=C/c1ccco1	-6	2	3	-16	-8	0	-3	-2	-3	-2.6
CC(NC(=O)Cn1cccc1C(=O)c1ccccc1)c1ccccc1 (stereo unspecified)	-6	0	-2	3	3	6	4	1	-3	-1.1
Cc1cccc(N2C(=O)SC(N(CC(=O)O)c3cccc(C)c3)C2=O)c1 (stereo unspecified)	3	13	6	-8	4	2	2	3	-1	0.1
O=C(Cc1cccs1)Nc1ccccc1NC(=O)Cc1cccs1	-2	-3	-2	4	0	-10	3	0	-1	0.0

Compound profiles, as listed above. Values in the order: MBD2 DNA inh	PRMT1 inh	rCAG binder	HTRA1 inhibitor	NR1D1 modulator	TCR CD3 inh	LEDGF integ inh	mABHD4 FP	UHRF1 MBD2 ctr	PG9 Ab binder
`Cc1nn(-c2cc(N3CCCC3)ccc2[N+](=O)[O-])c(=O)c2ccccc12` is entered as -6	-2	3	-1	6	0	-1	7	0	-0.9
`CC(NC(=O)Cn1cccc1C(=O)c1ccccc1)c1ccccc1` (stereo unspecified) is entered as -6	0	-2	3	3	6	4	1	-3	-1.1

Next section
SMILES	MBD2 DNA inh	PRMT1 inh	rCAG binder	HTRA1 inhibitor	NR1D1 modulator	TCR CD3 inh	LEDGF integ inh	mABHD4 FP	UHRF1 MBD2 ctr	PG9 Ab binder
O=C(NC1CCC(c2ccccc2)CC1)c1cccnc1 (stereo unspecified)	7	4	-5	-1	-3	0	1	-12	1	1.4
COCC(=O)N1CCCC(C(=O)c2ccc(C(F)(F)F)cc2)C1 (stereo unspecified)	-2	-4	2	5	-3	-2	0	3	3	-1.8
CCOC(CNC(=O)c1ccc2nc(N3CCC(C)CC3)sc2c1)OCC	3	2	-10	-11	3	5	7	-3	4	0.1
CCCCc1c(-c2cccc(OC)c2)ncn1CCc1ccccc1OC	0	0	-1	·	7	7	1	-5	-2	-1.3
CN(C(=O)COC(=O)CN1C(=O)c2cccc([N+](=O)[O-])c2C1=O)c1ccccc1	-7	2	2	16	-13	-6	1	5	0	0.2
C/C(=N/NC(=O)CNC(=O)Cc1ccc(Cl)cc1)c1ccco1	0	-1	3	·	1	7	11	1	-1	-2.8
CCCCN(C=O)c1c(CC)nc2ccc(C(=O)Nc3cc(-c4ccccc4)ccc3OC)cn12	-2	-3	6	·	3	-2	0	-12	4	0.9
O=C(C1=NN(c2ccccc2)C2C(=O)N(c3ccc(Cl)cc3)C(=O)C12)c1ccccc1 (stereo unspecified)	-2	2	8	-6	2	2	1	-2	-1	1.3
Cc1c(Cl)cccc1NC(=O)NCc1ccc(C)n1C	-1	4	0	13	1	0	-5	2	-1	0.4
Cc1ccc(/C=C2\SC(N3CCCCC3)=NC2=O)cc1	5	6	-4	-3	-5	-1	-1	-9	0	-2.3
CS(=O)(=O)c1ccc(N2CCN(c3ccccn3)CC2)c([N+](=O)[O-])c1	-2	-1	2	2	-2	-7	4	0	0	-2.3
Cc1nn(-c2ccccc2)c(C)c1C(=O)OCC(=O)Nc1ccccc1F	-3	1	4	4	2	0	-3	1	-4	1.4
CCCc1nc(-c2ccccc2)c(-c2ccc(OC)c(OC)c2)c(=O)[nH]1	12	1	-7	4	0	-3	-5	6	9	-0.8
Cc1ccccc1C(=O)NN1CCOCC1	-3	0	0	0	-7	-6	2	-14	-2	1.1
COC(=O)C1=C(C)N(C)C(C)=C(C(=O)OC)C1c1ccc(C(=O)OC)cc1	-3	-1	-4	-13	0	2	-4	-1	-4	-1.6
Cc1ccc(O)c(CN(C)Cc2cc(C)ccc2O)c1	-7	-2	2	7	2	-6	1	-4	3	-2.6
CCOc1ccc(-n2nc3c(=O)n(CCN4CCCCC4)nc(C)c3c2C)cc1	8	0	-10	-10	-1	0	-2	11	-1	1.8
O=C(Cc1ccccc1)Nc1ccc2[nH]ncc2c1	-2	-2	0	4	0	-4	-2	-2	1	-1.6
NNC(=O)c1ccc(COc2ccc3c(c2)CCC3)o1	-4	4	10	-11	-8	-3	-4	3	3	-0.2
Cc1ccc2nc(-c3ccc(NC(=O)CSc4ccccc4)cc3)[nH]c2c1	6	-4	10	-19	-5	6	-7	-9	-3	-13
Cc1noc(NS(=O)(=O)c2ccc(NC(=O)CCC3CCCC3)cc2)c1C	2	-1	33	3	5	8	-2	-2	-1	2.9
CCN(c1ccccc1)S(=O)(=O)c1ccc(C(=O)OC(C)C(=O)NCCC2=CCCCC2)cc1 (stereo unspecified)	4	1	-1	1	-3	-8	-6	-9	4	-0.2
COc1ccccc1-c1c(C(F)(F)F)oc2cc(OC(=O)c3cccc([N+](=O)[O-])c3C)ccc2c1=O	0	2	2	6	-5	4	-1	-6	-2	-0.1
CCOC(=O)C(=O)N1CCN(c2ccccc2OC)CC1	3	-8	-2	9	-4	6	5	-9	15	-0.2
COC(=O)Nc1ccc(S(=O)(=O)N2CCCC(C(=O)N3CCCCC3)C2)cc1 (stereo unspecified)	-4	-11	-5	1	-1	-1	4	-13	-1	0.7
COc1cc(/C=N/NC(=O)Nc2ccccc2)ccc1OCCOc1ccccc1C	2	-2	0	2	0	-7	-5	5	1	2.8

Quoted at random: 4 entries already listed
SMILES	MBD2 DNA inh	PRMT1 inh	rCAG binder	HTRA1 inhibitor	NR1D1 modulator	TCR CD3 inh	LEDGF integ inh	mABHD4 FP	UHRF1 MBD2 ctr	PG9 Ab binder
COc1cc(/C=N/NC(=O)Nc2ccccc2)ccc1OCCOc1ccccc1C	2	-2	0	2	0	-7	-5	5	1	2.8
CCOC(=O)C(=O)N1CCN(c2ccccc2OC)CC1	3	-8	-2	9	-4	6	5	-9	15	-0.2
Cc1noc(NS(=O)(=O)c2ccc(NC(=O)CCC3CCCC3)cc2)c1C	2	-1	33	3	5	8	-2	-2	-1	2.9
CCN(c1ccccc1)S(=O)(=O)c1ccc(C(=O)OC(C)C(=O)NCCC2=CCCCC2)cc1 (stereo unspecified)	4	1	-1	1	-3	-8	-6	-9	4	-0.2

A portion of the library, so the mix of outcomes need not match the whole.
